High-throughput results as filed in PubChem.
TDP1 cell noCPT = qHTS for Inhibitors of human tyrosyl-DNA phosphodiesterase 1 (TDP1): qHTS in cells in absence of CPT. 420,000 tested, 15% active. DT40 Tdp1-/- hTDP1 cells, no CPT, ATP luminescence, 48 h. Potency, µM (series often up to 46.2 µM), inactives show at the highest dose activity change, negative = growth inhibition, usual class: inhibitors. AID 686978, 2013; note: nearly all actives have a fitted effect of over 55% in size
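Compound effects on proliferation are scored in DT40 Tdp1-/-;hTDP1 cells in the absence of CPT. ATP levels (CellTiter-Glo luminescence) are recorded after a ≥48 hr, 37 °C incubation.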
GCN5L2 inh = qHTS Assay for Inhibitors of GCN5L2; Potency, µM (highest dose often 58.9 µM), for the others: at the highest dose activity change, negative = inhibition, usual class: inhibitors; GCN5L2 HAT assay, ThioGlo1 CoA-SH fluorescence; AID 504327, 2011; 390,000 tested, 0.21% active; Histone acetyltransferase KAT2A (Homo sapiens), Q92830
Target sequence (Q92830 whole entry, looked up): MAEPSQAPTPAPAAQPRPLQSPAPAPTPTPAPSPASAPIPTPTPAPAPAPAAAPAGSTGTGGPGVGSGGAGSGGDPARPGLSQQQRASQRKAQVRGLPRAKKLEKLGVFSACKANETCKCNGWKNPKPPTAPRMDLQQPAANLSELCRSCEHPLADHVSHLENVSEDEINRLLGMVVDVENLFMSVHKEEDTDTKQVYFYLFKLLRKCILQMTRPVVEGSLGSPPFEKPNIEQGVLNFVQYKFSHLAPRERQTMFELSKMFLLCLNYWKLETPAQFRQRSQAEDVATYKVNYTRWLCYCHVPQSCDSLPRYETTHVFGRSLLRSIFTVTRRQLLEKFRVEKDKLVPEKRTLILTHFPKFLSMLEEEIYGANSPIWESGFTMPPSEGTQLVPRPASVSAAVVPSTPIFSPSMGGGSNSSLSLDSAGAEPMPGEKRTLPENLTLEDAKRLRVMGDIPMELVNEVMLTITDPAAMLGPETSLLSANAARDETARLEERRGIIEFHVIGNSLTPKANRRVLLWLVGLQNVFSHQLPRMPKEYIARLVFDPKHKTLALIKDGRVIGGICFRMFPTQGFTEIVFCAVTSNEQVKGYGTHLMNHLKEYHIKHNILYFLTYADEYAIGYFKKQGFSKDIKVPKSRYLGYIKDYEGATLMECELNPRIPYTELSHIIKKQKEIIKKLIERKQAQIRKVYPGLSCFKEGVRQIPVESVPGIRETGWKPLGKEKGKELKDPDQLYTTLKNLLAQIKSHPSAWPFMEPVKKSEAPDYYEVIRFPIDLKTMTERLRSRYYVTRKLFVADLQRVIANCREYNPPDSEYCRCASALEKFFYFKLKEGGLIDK
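qHTS, 1536-well. 20nM enzyme, pH 7.5 HEPES/EDTA/Tween-20 buffer; 15 min compound preinc., RT. Start: 75uM H3(1-25), 70uM AcCoA, 50uM ThioGlo1. Read Ex340/Em540 at t=0 (autofluorescence flag) and t=20 min.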
DT40 TDP1 CPT = qHTS for Inhibitors of human tyrosyl-DNA phosphodiesterase 1 (TDP1): qHTS in cells in presence of CPT | chicken DT40 Tdp1-/-;hTDP1 cells + 20 nM CPT, ATP luminescence, 48 h | Potency, µM (highest dose often 46.2 µM), for inactives: at the highest dose activity change, negative = growth inhibition, usual class: inhibitors | 420,000 tested, 12% active; note: nearly all actives have a fitted effect of over 55% in size
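Chicken DT40 Tdp1-/- cells stably complemented with human TDP1 were seeded at 400 cells/well in medium containing 20 nM camptothecin, exposed to pin-transferred compounds, and grown at 37 °C for at least 48 hr. Viability was read as ATP luminescence.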
Numbers without * were called inactive; u = inconclusive; x = not tested or not shown; & = joins results of further samples; [ ] = remark or other dose. Calls come from the whole dose curve; as a rule, active = well fitted curve in the direction sought with a large enough effect; inconclusive = small, poorly fitted or top-dose-only effect, or another doubt; inactive = no such curve, though single readings can be large; an effect the other way counts as inactive or inconclusive. % is set by controls: 0 for no effect and ±100 for the full control effect; potency is the fitted concentration of half-maximal effect.

The line under a structure holds: TDP1 cell noCPT	GCN5L2 inh	DT40 TDP1 CPT
Cc1cccc(NC(=O)CCC(=O)Nc2nnc(C3CCCCC3)s2)c1
→ 1%	3%	0%
COc1ccc(CNC(=O)CN2CCC(NC(=O)c3ccc(OC)cc3)CC2)cc1
→ -20%	-2%	1%
CCOC(=O)c1ccc(N2Cc3ccccc3C2)cc1O
→ -6%	-4%	-5%
CCC1CN(C(=O)Nc2cccc(OC)c2)c2ccccc2O1 (stereo not given)
→ 23µM*	-15%	u
CC(C#N)N1CCN(S(=O)(=O)c2ccc3c(c2)CCC3)CC1 (stereo not given)
→ -3%	0%	-4%
O=C(CN1CCC(n2nnc3cc(F)ccc32)CC1)NCCc1ccccc1
→ -27%	-3%	-17%
O=C(CCCn1c(=S)[nH]c2ccccc2c1=O)N1CCCCC1
→ u	-10%	-4%
O=C(CSc1nc(O)cc(=O)[nH]1)N1c2ccccc2Sc2ccccc21
→ -27%	-3%	-17%
COc1ccc(OC)c(S(=O)(=O)N2CCCC(C(=O)N3CCCCCC3)C2)c1 (stereo not given)
→ -7%	u	-1%
CN(CCO)C(=O)c1cn(C2CCN(Cc3c(F)cccc3Cl)CC2)nn1
→ -9%	x	-16%[9.04 µM]

Laid out differently: entries from further up
| canonical_smiles | TDP1 cell noCPT | GCN5L2 inh | DT40 TDP1 CPT |
| --- | --- | --- | --- |
| O=C(CSc1nc(O)cc(=O)[nH]1)N1c2ccccc2Sc2ccccc21 | -27% | -3% | -17% |
| COc1ccc(OC)c(S(=O)(=O)N2CCCC(C(=O)N3CCCCCC3)C2)c1 (stereo not given) | -7% | u | -1% |

Next part.
The line under a structure holds: TDP1 cell noCPT	GCN5L2 inh	DT40 TDP1 CPT
CCOC(=O)C1=C(O)C(=O)N(c2ccc(S(N)(=O)=O)cc2)C1c1cccc([N+](=O)[O-])c1 (stereo not given)
→ u	0%	-22%
O=C(Cc1ccc(Cl)cc1)Nc1ccccc1CO
→ -5%	-1%	-15%
O=C(O)CP(=O)(O)O
→ 9%&-15%&3%	-3%&1%&-6%	1%&-2%&4%
COc1cccc(-c2cc3nc(NCCOc4ccccc4Cl)n(C)c(=O)c3s2)c1
→ u	x	u
COC(=O)c1c(N2C(=O)[C@H]3[C@@H](C2=O)[C@]2(C(=O)Nc4c(C)cccc42)N2CCC[C@@H]32)sc(C)c1C
→ 10µM*	-7%	21µM*
S=C(NCCc1ccccc1)N1CCN(Cc2ccccc2)CC1
→ u	1%	29µM*
O=C(c1ccncc1)N1CCC2(CC1)CN(c1ccc(-c3ccccc3)cc1)C2
→ 7.3µM*	1%	u
CCC(Sc1nnnn1-c1ccccc1)C(=O)Nc1nc2ccccc2s1 (stereo not given)
→ -15%	-13%	-28%
Cc1ccc(S(=O)(=O)c2nc(S(=O)(=O)c3ccccc3)sc2N2CCN(CCO)CC2)cc1
→ u	-6%	u
CC1CCc2[nH]c3ccc(C(=O)Nc4ccc(C(=O)N(C)C)cc4)cc3c2C1 (stereo not given)
→ u	-7%	-14%
CCOC(=O)C(C)Sc1ncnc2c1nnn2-c1ccc(F)cc1 (stereo not given)
→ -7%	-2%	4%
Cc1cc(=O)n2nc(N3CCCC(C(=O)NCCCN4C(C)CCCC4C)C3)sc2n1 (stereo not given)
→ 6%	x	5%
Cc1cc(C(=O)COC(=O)Cn2cnc3c2c(=O)n(C)c(=O)n3C)c(C)n1C
→ -20%	1%	-7%
O=C(NC1CCC1)C1CCC(=O)N(Cc2ccccc2F)C1 (stereo not given)
→ -4%	-18%	3%
CC(=O)Nc1ccc2sccc2c1
→ 2%	4%	-1%
O=c1[nH]nc(SCc2ccccc2Cl)n1-c1ccc2c(c1)OCCO2
→ u	1%	8%
CNc1ccc(C(=O)OCC(=O)NC(=O)NC2CCCC2)cc1[N+](=O)[O-]
→ 8%	-5%	-23%
Nc1nc(Nc2cccc(F)c2)nc2ccccc12
→ 18µM*	-3%	18µM*
CCCn1c2ccccc2c2cnn(CC(=O)NCc3ccccc3Cl)c(=O)c21
→ u	-4%	u
CCOc1ccc(NC(=O)CC2C(=O)N(c3ccc(OC)cc3)C(=O)N2CCc2ccc(OC)c(OC)c2)cc1 (stereo not given)
→ -10%	-14%	-12%
O=C(c1cc(-c2ccccc2)nn1-c1ccccc1)N1CCN(S(=O)(=O)c2ccc(F)cc2)CC1
→ u	-6%	u
COc1ccccc1CNc1ncc(-c2ccc(F)cc2)n1C
→ u	-3%	u
Cc1ccc2nc(-c3ccc(C)c(NC(=O)COc4ccc(Cl)cc4)c3)oc2c1
→ u	x	u
CCCn1ncc(C(=O)N(C)C2CCCN(Cc3ccccc3F)C2)c1C (stereo not given)
→ 3%	u	-2%
CCN(CC)c1nc(-c2ccc(C(C)(C)C)cc2)nc2ccccc12
→ u	-8%	23µM*
Cc1ccc(S(=O)(=O)NC(=O)Nc2ccc(C)cn2)cc1
→ -17%	0%	11%
O=C(COC(=O)c1ccc(Sc2ccccc2)c([N+](=O)[O-])c1)NC1CCS(=O)(=O)C1 (stereo not given)
→ -10%	-3%	2%
O=C(O)c1ccc2c(c1)C(=O)N(C(Cc1ccc(O)cc1)C(=O)O)C2=O (stereo not given)
→ 2%	2%	8%
O=C(Nc1cccnc1)NC1CCCCC1
→ 8%	-1%	2%
c1ccc(-n2c(SCC3CCCCO3)nnc2-c2cnccn2)cc1 (stereo not given)
→ 7%	x	-18%
COCCNc1nc(NCc2ccc(C(C)C)cc2)c2sccc2n1
→ 12µM*	x	12µM*
O=C(NC1CCCN(Cc2ccc(Cl)cc2)C1)c1ccnc(Cl)c1 (stereo not given)
→ u	-1%	-14%
Cc1ccc2nc(C(C)(C)C)c(Cc3ccccc3C(F)(F)F)n2c1
→ 15µM*	x	16µM*
CCCc1nc(SCC(=O)NNC(=O)c2ccc(OC)cc2)c2ccccc2n1
→ -10%	-3%	-16%
Cc1cccc(C)c1NC(=S)N(c1ccccc1)C(C)C
→ 16%	24%	1%
CCOc1ccccc1NC(=O)CN(C)S(=O)(=O)c1ccc(OC)c(C)c1
→ -22%	-23%	u
Cc1ccc(S(=O)(=O)CC(c2ccccc2)N2CCCCC2)cc1 (stereo not given)
→ u	-7%	u
Nc1nc(CCl)nc(Nc2ccc3ccccc3c2)n1
→ 15µM*	-9%	12µM*
CC1(C)CC(=O)C=C(NCc2ccc(Cl)c(Cl)c2)C1
→ -23%	-3%	u
Cc1cc(C)nc(/N=C(\N)C2=C(O)CC(C)(C)CC2=O)n1
→ -10%	-3%	-22%

A second format for part of the listing above.
Cc1ccc(S(=O)(=O)CC(c2ccccc2)N2CCCCC2)cc1 (stereo not given)
  TDP1 cell noCPT: u	GCN5L2 inh: -7%	DT40 TDP1 CPT: u

CCCc1nc(SCC(=O)NNC(=O)c2ccc(OC)cc2)c2ccccc2n1
  TDP1 cell noCPT: -10%	GCN5L2 inh: -3%	DT40 TDP1 CPT: -16%

CC1(C)CC(=O)C=C(NCc2ccc(Cl)c(Cl)c2)C1
  TDP1 cell noCPT: -23%	GCN5L2 inh: -3%	DT40 TDP1 CPT: u

Cc1cccc(C)c1NC(=S)N(c1ccccc1)C(C)C
  TDP1 cell noCPT: 16%	GCN5L2 inh: 24%	DT40 TDP1 CPT: 1%

Later entries:
The line under a structure holds: TDP1 cell noCPT	GCN5L2 inh	DT40 TDP1 CPT
CCOC(=O)Cc1ccc(-c2ccccc2)cc1
→ -10%	-3%	-3%
COc1ccc(Nc2nnc(-c3ccncc3)s2)cc1Cl
→ 11%	-5%	-13%
CCOc1ccc2oc(-c3ccccc3)c(C(N)=O)c2c1
→ -16%	20%	0%
CC(C(=O)Nc1cccc([N+](=O)[O-])c1)n1nnc2ccccc21 (stereo not given)
→ -24%	0%	-15%
COc1cccc(C(=O)O[C@H]2[C@H](C)NS(=O)(=O)[C@H]3C[C@@H]4C=C[C@]23O4)c1
→ 3%&6%	3%	-3%&7%
CCCCCOc1ccc(C2NC(=O)NC2=O)cc1 (stereo not given)
→ -16%	1%	-23%
CCCn1c(O)c2ccc(C(=O)N=NC(=O)c3cccnc3)cc2c1O
→ -13%	u	0%
COCCn1c(SCC(=O)N2CCN(c3ccccc3)CC2)nc2c(c1=O)SC(C)C2 (stereo not given)
→ 18µM*	-5%	21µM*
CC(C)(C)c1cccc(OCCCSc2ncccn2)c1
→ u	-11%	-23%
NS(=O)(=O)c1ccc(NC(CNS(=O)(=O)c2ccccc2)c2ccccc2)cc1 (stereo not given)
→ -8%	-4%	-29%
COc1ccc(/C=C/C(=O)c2oc3ccc(F)cc3c2C)cc1
→ u	-3%	u
CCC(C)NC(=O)c1nn(-c2ccc(C)cc2)nc1CO (stereo not given)
→ -10%	-2%	4%
CSc1ccc(CCNC(=O)CCCn2c(=O)c3cccn3c3ccccc32)cc1
→ 18µM*	-11%	u
O=C(CCCOc1ccc(Cl)cc1Cl)NNC(=O)C1CCC1
→ -1%	-2%	-3%
Cc1cccc(C(=O)NNC(=O)C(=O)NC(C)(C)C)c1
→ u	-3%	-5%
COc1ccc(OC)c(S(=O)(=O)N2CCC(n3c(C)nc4cccnc43)CC2)c1
→ -12%	15%	u
O=C(O)c1c2c(nc3ccc(F)cc13)CCC2
→ -4%	0%	-16%
CCn1c(=O)c2sccc2n(CC(=O)NCCC2=CCCCC2)c1=O
→ -20%	-1%	2%
CC(C)(C)C1(c2ccccc2)NC(=O)N(CC(=O)N2CCOCC2)C1=O (stereo not given)
→ 3%	x	17%
C#CCN(N(C)c1ncc(C(F)(F)F)cc1Cl)S(=O)(=O)c1ccc2ccccc2c1
→ -20%	-11%	-16%
Cc1ccccc1Cn1c(=N)n(CC(O)c2ccco2)c2ccccc21 (stereo not given)
→ 15µM*	-6%	18µM*
COCCNS(=O)(=O)c1ccccc1
→ -15%	-4%	-6%
COc1ccccc1N(CC(=O)NC1CC2CCC1C2)S(=O)(=O)c1ccc(C)cc1 (stereo not given)
→ u	-15%	u
O=S(=O)(NCCCSc1ccccc1)c1ccccc1F
→ -23%	-3%	u
COc1cc(NC(=O)CCNS(=O)(=O)c2ccc3c(c2)CCC(=O)N3)cc(OC)c1
→ 3%	2%	5%
Cc1c(Cl)cccc1NC(=O)c1cnc2sc(N3CCOCC3)nn2c1=O
→ u	0%	-27%
O=C(NCc1cccs1)c1nc2c(nnn2Cc2ccccc2Cl)c(=O)[nH]1
→ 2.6µM*	-2%	4.1µM*
Cc1ccc(S(=O)(=O)NC(C(=O)Oc2cc3oc(=O)cc(C)c3cc2Cl)C(C)C)cc1 (stereo not given)
→ u	-14%	-3%
CN(C(=O)COC(=O)c1cc(=O)[nH]c2ccccc12)C1CCCCC1
→ -25%	-23%	-2%
CN(Cc1ccccc1)S(=O)(=O)c1ccc(NS(=O)(=O)Cc2ccccc2)cc1
→ -28%	2%[0.501 µM]	-18%
Cc1cc(N2CCN(C(=O)c3ccco3)CC2)n2nc(C)c(-c3ccccc3)c2n1
→ 23µM*	-12%	23µM*
C=CCOc1ccc(C2C(C(=O)c3ccco3)=C(O)C(=O)N2Cc2cccnc2)cc1 (stereo not given)
→ u	-7%	-2%
CCCN(CC(=O)Nc1ccccc1C)C(=O)COC(=O)c1cnc(C)cn1
→ -13%	x	-11%
C[C@H](CO)N1C[C@H](C)[C@@H](CN(C)C(=O)OCc2ccccc2)OCc2cn(nn2)CCCC1=O
→ 3%	x	-9%
[N-]=[N+]=NCC/C=C\C1NS(=O)(=O)OCC1O (stereo not given)
→ -16%	-3%	u
C=CC(=O)Nc1sc2c(c1C(N)=O)CCCC2
→ u	-5%	15µM*
O=C(NCc1nnc(SCC(=O)N2CCN(c3ccccc3)CC2)o1)c1c(F)cccc1Cl
→ -20%	-5%	-21%
CCCSc1nc(C)c(C(C)=O)cc1C#N
→ 6%	-2%	2%
O=C1C(Cc2c[nH]c3ccccc23)NC(=S)N1C1CCCCC1 (stereo not given)
→ -26%	-17%	-17%
O=C(C1COc2ccccc2O1)N(Cc1cccnc1)c1nc2c(Cl)cccc2s1 (stereo not given)
→ u	1%	-2%
CC1CCN(Cc2nnnn2CCCC(=O)N(C)C(C)c2ccccn2)CC1 (stereo not given)
→ 26%	0%	-9%
CC(/C=N/NC(=O)c1ccccn1)=C\c1ccco1
→ u	0%	-81%
CCCOc1ccc(C(O)(CCC)CCN2CCCCC2)cc1 (stereo not given)
→ 23µM*	-2%	21µM*
COc1ccc(-c2[nH]ncc2CNCCn2cccn2)c(F)c1
→ 2%	1%	-27%
Cc1cccn2c(=O)c3cc(C(=O)NCc4ccc(F)cc4)c(=N)n(CCCN4CCOCC4)c3nc12
→ -12%	x	-2%
